Screens from PubChem.
HT1080 EIF4E-luc2 = inhibitors of EIF4E gene expression, primary screen, cell-based, HT1080, luciferase reporter (AID 1224817); HT1080 EIF4E-luc2 knock-in reporter, luciferase, 16 h; stronger effect = lower value; log2 luciferase activity ratio at 2.5 µM; 1% of 2,000 active;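 active = log2 luciferase ratio at or below -0.5849, meaning signal at two thirds of solvent-only control or lower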;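 also: luciferase reports endogenous eIF4E expression since it is co-expressed from the native EIF4E locus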
Numbers without * were called inactive. Not all compounds are listed; count on the stated rates, not on these rows.

SMILES	HT1080 EIF4E-luc2
Oc1cc(O)c2c(c1)OC(c1ccc(O)c(O)c1)C(O)C2c1c(O)cc(O)c2c1OC(c1ccc(O)c(O)c1)C(O)C2 (stereo not drawn)	0.04
